Screening results from PubChem BioAssay.
NSD2 HMT inh: NSD2 histone methyltransferase inhibitors, primary screen, biochemical, AlphaScreen, single concentration, set 2 | Histone-lysine N-methyltransferase NSD2 (Homo sapiens), O96028 | 0.54% of 310,000 active | NSD2 peptide methylation, 120 min | inhibition, % at 12.5 µM | AID 743445, 2014; in the data active means inhibition above about 50%
Arrestin-AP2 inh: inhibitors of beta-arrestin/AP2 binding, primary screen, biochemical, GPCR trafficking, flow cytometry; beta-arrestin 1 C-terminal peptide binding to AP2 beta2-adaptin appendage (human); FITC-arrestin peptide / GST-AP2 beads; AP2 beta2 appendage carries R879A mutation; inhibition, % at 10 µM; 0.31% of 340,000 active; AID 504490, 2011;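 active means inhibition above a set limit, near 3 SD of compounds lacking own fluorescence, cut at about 54% in these data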;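 further: plate controls were DMSO wells for no effect and 5 µM unlabelled arrestin peptide for full effect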
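Test system: GST-tagged AP2 beta2-adaptin appendage (R879A) on 4 µm glutathione beads; also added: fluorescein-tagged arrestin peptide at 50 nM final; timing: 12 min plus 1 h, RT; signal: flow cytometry, FL1 (488/535 nm); read-out: percent drop in bead-associated FITC signal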
MITF TRPM1 HTS: activators of MITF-driven TRPM1 promoter reporter, primary screen, cell-based, SK-MEL-5, luciferase, single point. SK-MEL-5 TRPM1-promoter luciferase, 24 h; % of positive control, neutral wells = 0. activation, % at 12.5 µM. 0.75% of 300,000 active. AID 588334, 2011;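 active means mean activation of at least 80% with every replicate also reaching 80%; inconclusive means mean reaches 80% but some replicate falls short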;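 further: 0% = neutral control wells and 100% = parthenolide positive control wells; values of inactives mirror those of a sister screen read the other way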
SR-BI HDL uptake: inhibitors of SR-BI mediated HDL lipid uptake, primary screen, ldlA[mSR-BI] cells, fluorescence, single point; Scavenger receptor class B member 1 (Mus musculus), Q61009; ldlA[mSR-BI] CHO cells, DiI-HDL uptake fluorescence, 3 h; inhibition, % at 12.5 µM; 0.96% of 320,000 active;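 active means mean replicate inhibition of at least 70% and a set share of replicates each scoring 70 or more; inconclusive means meets just one of the two criteria; inactive means fails both criteria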;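 further: 0% = median of neutral control wells and 100% = median of positive control wells; values of inactives mirror those of a sister screen read the other way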
PKA-R2B act: activators of PKA-R2B holoenzyme, primary screen, biochemical, fluorescence polarization, Cy5-IP20, human; 0.079% of 340,000 active; AID 504700, 2011; activation, % at 11.4 µM; PKA-R2B holoenzyme dissociation; R2B truncated from residue 108, S112A mutant; 0% DMSO only, 100% 113 µM cGMP; cAMP-dependent protein kinase catalytic subunit beta (Homo sapiens) + cAMP-dependent …;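 active means activation above a cutoff set at the mean over all compounds plus 3 SD, cut at about 18% in these data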;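 further: higher means more holoenzyme dissociation and a rise in polarization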
dFosB activator: activators of delta FosB homodimer, primary screen, biochemical, fluorescence polarization, TAMRA-CDK5 oligo, single point; 0.99% of 340,000 active; purified delta FosB; percent of positive-control signal above neutral wells; activation, % at 25 µM; Protein FosB (Mus musculus), P13346;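 active means mean activation above about 17%, with every replicate also reaching it, limit read from the data, passing the limit was not always enough; inconclusive means only one of the two conditions met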;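 further: fluorescence polarization rise as delta FosB binds a TAMRA Cdk5 AP-1 oligo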
Target sequence (P13346 whole entry, looked up): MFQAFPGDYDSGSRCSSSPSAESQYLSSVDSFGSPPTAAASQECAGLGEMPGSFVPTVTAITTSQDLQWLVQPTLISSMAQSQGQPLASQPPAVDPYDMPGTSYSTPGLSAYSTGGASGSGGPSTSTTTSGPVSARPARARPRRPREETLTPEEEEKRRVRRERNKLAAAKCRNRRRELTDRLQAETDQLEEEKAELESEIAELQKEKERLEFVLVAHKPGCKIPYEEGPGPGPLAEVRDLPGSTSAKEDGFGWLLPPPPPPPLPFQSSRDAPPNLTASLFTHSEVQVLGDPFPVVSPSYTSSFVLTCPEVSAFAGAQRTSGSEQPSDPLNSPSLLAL
PKA-R1A act: activators of PKA-R1A holoenzyme, primary screen, biochemical, fluorescence polarization, Cy5-IP20, bovine R1A, mouse PKAc | 0.083% of 340,000 active | PKA-R1A dissociation; scaled: DMSO 0%, 113 µM cGMP 100% | AID 504707, 2011 | activation, % at 11.4 µM | cAMP-dependent protein kinase type I-alpha regulatory subunit (Bos taurus) + …;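 active means percent activation above the mean of all tested compounds plus 3 SD, cut at about 19% in these data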;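 further: higher means more PKAc released from R1A so a rise in polarization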
CDK5 p35 inh: inhibitors of human CDK5/p35 kinase, primary screen, biochemical, single concentration; Cyclin-dependent kinase 5 (Homo sapiens) + Cyclin-dependent kinase 5 activator 1 (Homo …; Recombinant CDK5/p35, ADP-Glo luminescence, 60 min; inhibition, % at 10 µM; 0.01% of 330,000 active; AID 488839, 2010;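 active means highest replicate inhibition of at least 50% and at least 75% of replicates reaching 50%; inconclusive means only one of the two criteria met; inactive means both criteria failed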;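 further: plate controls were DMSO neutral control for no effect and GW8510 at 10 µM for full effect; many of its hits are not listed in these tables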
Target sequence (Q00535 whole entry, looked up): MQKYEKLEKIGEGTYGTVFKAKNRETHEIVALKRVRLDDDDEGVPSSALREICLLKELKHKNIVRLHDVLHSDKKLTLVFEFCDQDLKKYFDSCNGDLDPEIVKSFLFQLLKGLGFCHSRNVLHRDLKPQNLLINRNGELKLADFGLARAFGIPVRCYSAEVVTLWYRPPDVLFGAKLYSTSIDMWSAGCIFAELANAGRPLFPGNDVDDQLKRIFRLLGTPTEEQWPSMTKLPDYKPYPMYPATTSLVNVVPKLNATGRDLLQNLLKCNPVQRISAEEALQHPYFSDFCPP
Target sequence (Q15078 whole entry, looked up): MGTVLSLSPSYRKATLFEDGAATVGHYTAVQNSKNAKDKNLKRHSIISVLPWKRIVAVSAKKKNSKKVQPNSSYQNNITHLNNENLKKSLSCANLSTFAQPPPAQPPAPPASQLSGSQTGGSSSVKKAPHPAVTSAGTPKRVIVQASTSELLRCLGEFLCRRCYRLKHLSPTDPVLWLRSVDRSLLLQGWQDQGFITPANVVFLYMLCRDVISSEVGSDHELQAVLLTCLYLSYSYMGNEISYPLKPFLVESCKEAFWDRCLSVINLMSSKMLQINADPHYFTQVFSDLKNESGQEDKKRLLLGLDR
Mot1-301 SUMO: yeast Mot1-301 growth rescue at high temperature, primary screen, SUMOylation pathway inhibitor project, S. cerevisiae, ATP luminescence, 38.5C; S. cerevisiae Mot1-301 growth rescue; percent above DMSO median, 100 means doubled; growth rescue, % at 18.8 µM; 1% of 320,000 active; AID 2716, 2010;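 active means every valid replicate shows activation above 250% relative to neutral control wells; inactive means the rest, any valid replicate at or below 250%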;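 further: OY570 slx delta 5 strain wells were the positive control but not used for scaling; some compounds called inactive have numbers as strong as hits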
SR-BI DiI-HDL act: activators of SR-BI mediated DiI-HDL uptake, primary screen, ldlA[mSR-BI] CHO cells, DiI fluorescence; 3 h; 100 = double the neutral-control signal; activation, % at 12.5 µM; AID 504775, 2011; 0.096% of 320,000 active;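 active means mean replicate activation of at least 60% and every replicate at or above 60%; inconclusive means mean or all-replicate condition met, but not both; inactive means mean below 60% and not all replicates reaching 60%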;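 further: 0% = median plate neutral-control signal and 100% = twice that signal; values of inactives mirror those of a sister screen read the other way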
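Assay system: LDL receptor-deficient CHO ldlA cells overexpressing murine SR-BI / Medium: BSA-supplemented, HEPES-buffered Ham's F12, pH 7.4 / Probe or stimulus: DiI-labelled HDL at 10 µg/mL final / Timing: compound with DiI-HDL co-incubation, 3 h at 37 °C / Technique: bottom-read cell fluorescence after medium removal, ex 550/em 595 nm / Measure: HDL uptake via cellular fluorescence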
Pemphigus Ab inh: inhibitors of pemphigus antibody binding to DSG3, primary screen, biochemical, bead-based, flow cytometry, scFv-GFP. 0.48% of 310,000 active. binding (percent of control), % at 10 µM. DSG3-coupled beads, scFv-anti-DSG3-GFP binding; hits give low values;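 active means binding more than 3 SD below its plate's average and above zero; inconclusive means below that plate limit but binding exactly zero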;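 further: hits lower antibody fragment binding to DSG3; some compounds called inactive have numbers as strong as hits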
Numbers without * were called inactive; ? = inconclusive; . = not tested or not shown; & = joins results of further samples. Compounds as they come; any-hit rate near 4.7%.

SMILES	NSD2 HMT inh	Arrestin-AP2 inh	MITF TRPM1 HTS	SR-BI HDL uptake	PKA-R2B act	dFosB activator	PKA-R1A act	CDK5 p35 inh	Mot1-301 SUMO	SR-BI DiI-HDL act	Pemphigus Ab inh
COc1ccccc1C(=O)COC(=O)c1ccccc1O	0	-5	0	-20	4	-3	-14	-0.6	-22	20	104
CCCCCCCN1CCC(=O)N(CCO)CC1	.	6	8	-6	8	1	-7	1.3	9	6	107
CN(C)S(=O)(=O)c1cccc(NC(=O)COC(=O)c2cc3ccccc3oc2=O)c1	-4	2	?	.	-3	-3	-2	-1.7	-3	.	71*
Cn1cc(C(=O)O)c(-c2ccc3c(c2)OCCCO3)n1	-6	-4	-6	.	-1	5	-12	-0.8	-7	.	120
COc1cnn(-c2ccc(F)cc2)c(=O)c1Br	7	23	-14	-3	3	2	1	0.0	-8	3	103
CCOc1ccc(CSC(CC(=O)O)C(=O)O)cc1 (configuration not stated)	-5	5	-1	-12	-8	4	-5	0.5	-19	12	110
COc1cc(-c2cc(=O)c3c(O)c(OC)c(OC)cc3o2)cc(OC)c1O	.	-1	-5	22	-5	7	-9	0.1	4	-22	108
CC(C)(C)OC(=O)[C@H](CCCCN)NC(=O)c1[nH]cnc1C(=O)N[C@@H](Cc1ccccc1)C(=O)OCc1ccccc1	.	25	-5	-12	6	-54	10	0.7	15	12	100
O=C(CSc1nnc(COc2ccccc2)o1)N1CCN(c2ccccc2)CC1	-1	4	8	18	-13	1	-6	-1.0	-1	-18	97
COCCN(CCOC)c1cc(C)c(C#N)c2nc3ccccc3n12	-2	1	.	0	-9	-1	-3	2.7	511	0	110
COc1ccc(NC(=S)N(CCCN2CCOCC2)C(C)c2cc3ccccc3o2)cc1 (configuration not stated)	3	3	10	.	6	0	10	-0.6	4	.	88
Cn1nccc1C(=O)N1CCN(S(=O)(=O)c2ccc(Br)s2)CC1	-4	2	8	1	5	-3	2	-1.1	15	-1	102
Cc1cc(Oc2cc(NN3CCCCC3)c([N+](=O)[O-])cc2[N+](=O)[O-])c(C(=O)c2ccccc2)cc1Cl	.	-2	-4	61	-10	-1	-5	0.2	-1	-61	104
COc1ccc(CNC(=O)CNS(=O)(=O)c2cccc(C#N)c2)cc1OC	-2	32	-10	-16	2	3	-5	0.4	10	16	108
CCc1ccc(NC(=O)C2(c3ccccc3)CC2(Cl)Cl)cc1 (configuration not stated)	-2	5	.	-8	8	-1	-3	-2.2	-1	8	101
C[C@H]1CN([C@@H](C)CO)C(=O)c2cc(NC(=O)NC3CCCCC3)ccc2O[C@H]1CN(C)C(=O)Nc1ccc(C(F)(F)F)cc1	.	-2	-12	74*	2	-1	1	-0.5	-13	-74	105
CC(=O)c1ccc(S(=O)(=O)N(C)CCCC(=O)NCc2ccc3c(c2)OCO3)cc1	2	-8	0	-3	-11	0	-2	-11	.	3	104
OC(COc1ccc2ccccc2c1)CN1CCOCC1 (configuration not stated)	1&0	11&4	55&13	-3	-6&3	6&-4	-13&7	-1.9&-0.3	-11	3	97
CC(NC(=O)C(=O)NCCc1c[nH]c2ccccc12)c1ccccc1 (configuration not stated)	1	-12	-4	30	0	4	-9	-0.5	394	-30	106
CCC(=O)Nc1ccc2nc3c(=O)[nH]c(=S)[nH]c3nc2c1	9	14	1	-9	8	-5	8	-0.5	121	9	86
Cc1ccc(Nc2ncnc(-n3cccc3)n2)cc1Cl	-1	4	41	18	1	5	2	3.3	6	-18	98
COc1cccc(C2c3[nH]c4ccccc4c3C[C@H]3C(=O)N(c4ccccc4C(=O)N4CCC[C@H]4C(=O)O)C(=O)N23)c1 (some centres not stated)	.	-5	-9	-7	0	-10	0	1.3	-24	7	99
COc1ccc(OC)c(NC(=O)/C=C/c2ccccc2[N+](=O)[O-])c1	1	-10	-3	86*	5	-5	-5	1.1	1	-86	97
COCc1ccccc1Cn1cnc2c1c(=O)n(C)c(=O)n2C	4	15	4	-24	-1	0	-8	0.8	-2	24	106
CCOC(=O)c1ccc(Nc2nc(-c3cccnc3)nc3ccccc23)cc1	1	3	-33	31	4	-7	-24	-1.8	-6	-31	116
COC(=O)C1=C(C)N(c2ccccc2)C(=S)NC1c1ccccc1C(F)(F)F (configuration not stated)	2	36	-9	2	2	-17	-4	-0.6	.	-2	104
CCCn1c(-c2cccc(F)c2)nc2c1c(=O)[nH]c(=O)n2Cc1ccccc1	-4	22	-1	.	-3	1	-1	0.0	-4	.	105
COc1cc(C(=O)Nc2ccc(C(C)=O)cc2)c(Br)c(OC)c1OC	-1	4	51	35	-3	0	-5	-1.3	-2	-35	100
CCc1ccc(NC(=O)Cn2c(=O)n(CCCC(=O)NCc3ccco3)c(=O)c3ccccc32)cc1	.	-3	2	3	-6	6	-2	-0.3	-8	-3	.
CC1(C)Cc2c(cnn2-c2ccc(F)cc2)C(NC(=O)CCN2CCCCC2=O)C1 (configuration not stated)	-3	39	12	-7	4	-12	1	1.0	-5	7	101
CCOC(=O)c1ccc(NCC(O)COc2ccccc2)cc1 (configuration not stated)	-4	5	5	-13	3	-12	-2	0.1	7	13	102
O=C(NN1C(=O)c2ccc3c4c(ccc(c24)C1=O)CC3)c1ccc(Br)cc1	19	4	-4	-12	-9	14	-9	1.6	-9	12	.
COc1ccc(C2C(C(=O)c3ccco3)=C(O)C(=O)N2CCc2ccccc2)cc1OC (configuration not stated)	.	34	5	-19	1	3	-5	-1.9	-2	19	110
COc1ccc(C(=O)N2CCN(CC(=O)N3CCOCC3)CC2)cc1	.	1	6	3	0	2	-4	1.1	-5	-3	114
O=C(NC1CC1)C1CCN(C2CCN(C(=O)c3c(F)cccc3Cl)CC2)CC1	1	-2	-8	-17	0	27*	-2	-5.5	-7	17	112
COc1ccc(OC)c(CNC(=O)CCc2nc(-c3cccs3)no2)c1	.	1	-10	.	-4	-3	-4	-0.8	9	.	97
Cc1ccc(S(=O)(=O)N2CCOC2CNC(=O)C(=O)NCCCN2CCOCC2)cc1 (configuration not stated)	1	5	-6	-9	0	-13	-6	0.4	-9	9	121
COc1ccc(CCNC(=O)c2n[nH]c3ccccc23)cc1	0	37	23	6	-14	-12	-11	-0.8	-20	-6	110
Cc1cc(OCC(=O)NCc2ccccn2)cc(C)c1Br	-1	23	5	16	-10	-1	-11	0.0	109	-16	113
COc1ccccc1N(CC(=O)NC1CCCC1)C(=O)c1oc(C(C)(C)C)cc1C	0	-7	-2	6	-15	-16	11	-6.0	-2	-6	103
O=C(NCCCN1CCCCC1)c1ccc2c(c1)NC(=O)C(N1CCOCC1)S2 (configuration not stated)	1	-11	-13	-25	-5	-6	-4	0.4	-5	25	117
Cc1sc2ncn(CC(=O)NCC(=O)N(C)C3CCCCC3)c(=O)c2c1C	2	14	-6	7	-5	-11	6	-1.2	1	-7	.
O=c1ccn(Cc2ccccc2)c2ccccc12	.	7	2	-17	-3	5	-7	1.0	6	17	105
NS(=O)(=O)c1ccc(CCNS(=O)(=O)c2ccc(Cl)s2)cc1	-1	3	0	-19	7	-8	-1	1.8	-6	19	.
O=c1c2cc(Cl)ccc2[nH]c(=S)n1Cc1ccco1	-1	6	-6	-16	-7	-10	-2	1.1	-13	16	100
Cn1nccc1/C=N\NC(=O)c1ccc(Cl)cc1	0	4	-11	-3	3	-8	11	-0.6	-11	3	103
CCOc1cccc(=O)c2c(C)n(CC(=O)c3ccccc3)c(C)c12	1	-22	-7	20	2	-13	3	1.4	-14	-20	109
O=C(NCc1ccco1)c1cccc(S(=O)(=O)N2CCCCC2)c1	3	1	2	.	-4	-13	-8	1.7	620	.	95
Cc1[nH]nc(SCC(=O)N2CCCC2)c1[N+](=O)[O-]	11	0	17	.	-2	3	-1	-0.2	-14	.	105
CCC(=O)Nc1cc2[nH]c(=O)cc(C)c2cc1C	-3	10	-1	-23	3	4	-1	-3.5	13	23	106
Next structures:
SMILES	NSD2 HMT inh	Arrestin-AP2 inh	MITF TRPM1 HTS	SR-BI HDL uptake	PKA-R2B act	dFosB activator	PKA-R1A act	CDK5 p35 inh	Mot1-301 SUMO	SR-BI DiI-HDL act	Pemphigus Ab inh
C[C@H](OC(=O)N1CCN(C(c2ccccc2)c2ccccc2)CC1)[C@@H]1O[C@@]2(C)CCC[C@H]1O2	.	29	9	-21	-4	4	-1	-0.5	5	21	.
COC(=O)[C@@]12CCCCN1[C@H](c1ccc(-c3ccccc3)cc1)[C@H]1C(=O)N(C)C(=O)[C@H]12	.	-2	-1	58	6	-7	3	0.8	3	-58	100
CCCc1nc2sc3c(c2c(=O)n1NC(=O)c1ccco1)CC(C)(C)OC3	-2	5	8	-10	0	-10	-15	-2.4	3	10	80
Cc1ccc(C(=O)N2CCN(c3ncc(C(F)(F)F)cc3Cl)CC2)s1	-3	1	3	-6	-4	-6	-14	1.4	11	6	106
O=C(COC(=O)c1ccc(Cl)nc1)Nc1ccc(N2CCCCC2)cc1	2	-9	9	6	1	-9	-2	-1.3	1	-6	94
COC(=O)c1nn(-c2ccc(-c3ccccc3)cc2)cc1O	1	11	-73	15	-3	-3	9	2.8	-27	-15	98
O=C(OCC(=O)N1CCc2ccccc21)c1cncc(Br)c1	-30	-2	-9	.	-1	-2	-2	-2.5	-5	.	102
